# Screening data (PubChem)
# SR-BI DiI inh = blocks mouse SR-BI lipid uptake from DiI-HDL | Q61009 | ldlA[mSR-BI] CHO cells, DiI-HDL uptake fluorescence, 3 h | inhibition, % at 12.5 µM | actives 0.96% (n = 320,000);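 active = mean replicate inhibition of at least 70% and a set share of replicates each scoring 70 or more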;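 also: 0% = median of neutral control wells and 100% = median of positive control wells; values of inactives mirror those of a sister screen read the other way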
# dFosB act = mouse delta FosB homodimer activation. P13346. purified delta FosB, TAMRA-CDK5 oligo fluorescence polarization; percent of positive-control signal above neutral wells. activation, % at 25 µM. actives 0.99% (n = 340,000). AID 493131;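 active = mean activation above about 17%, with every replicate also reaching it, limit read from the data, passing the limit was not always enough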;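 also: fluorescence polarization rise as delta FosB binds a TAMRA Cdk5 AP-1 oligo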
# CDK5 p35 inh = inhibitors of human CDK5/p35 kinase | inhibition, % at 10 µM | Q00535+Q15078 | Recombinant CDK5/p35, ADP-Glo luminescence, 60 min | actives 0.01% (n = 330,000);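 active = highest replicate inhibition of at least 50% and at least 75% of replicates reaching 50%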;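 also: plate controls were DMSO neutral control for no effect and GW8510 at 10 µM for full effect; many of its hits are not listed in these tables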
# SR-BI DiI-HDL act = enhances SR-BI lipid uptake from DiI-HDL. activation, % at 12.5 µM. actives 0.096% (n = 320,000). AID 504775. CHO ldlA[mSR-BI] cells, DiI-HDL uptake fluorescence, 3 h; 100 = double the neutral-control signal;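 active = mean replicate activation of at least 60% and every replicate at or above 60%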;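 also: 0% = median plate neutral-control signal and 100% = twice that signal; values of inactives mirror those of a sister screen read the other way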
#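 Assay system: CHO ldlA[mSR-BI] cells, LDL receptor-null, SR-BI overexpressing; medium: Ham's F12 with 0.5% BSA, HEPES 25 mM, pH 7.4; also added: DiI-HDL 10 µg/mL; timing: 3 h uptake period with compound, 37 °C; signal: DiI fluorescence, bottom read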
# PKA-R2B activ = activates the human PKA-R2B holoenzyme complex; P22694+P31323; PKA-R2B holoenzyme dissociation, Cy5-IP20 fluorescence polarization; R2B truncated from residue 108, S112A mutant; 0% DMSO only, 100% 113 µM cGMP; actives 0.079% (n = 340,000); activation, % at 11.4 µM; AID 504700;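 active = activation above a cutoff set at the mean over all compounds plus 3 SD, cut at about 18% in these data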;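 also: higher means more holoenzyme dissociation and a rise in polarization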
# Arr AP2 block = inhibitors of human beta-arrestin and AP2 interaction; FITC-arrestin peptide / GST-AP2 beads, flow cytometry; AP2 beta2 appendage carries R879A mutation; inhibition, % at 10 µM; actives 0.31% (n = 340,000); AID 504490;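 active = inhibition above a set limit, near 3 SD of compounds lacking own fluorescence, cut at about 54% in these data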;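 also: plate controls were DMSO wells for no effect and 5 µM unlabelled arrestin peptide for full effect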
#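 Material – AP2 appendage R879A on GSH beads · Buffer or medium – PBS with 0.05% Tween 20 and 0.1% BSA · Probe or stimulus – fluorescein-tagged arrestin peptide at 50 nM final · Incubation – compound with beads 12 min RT, then probe 1 h RT · Detection – high-throughput flow cytometry of beads, ex 488, em 535 nm · Evaluation – percent response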
# NSD2 HMT inh = blocks human histone methyltransferase NSD2; NSD2 peptide methylation, AlphaScreen, 120 min; inhibition, % at 12.5 µM; actives 0.54% (n = 310,000); in the data active = inhibition above about 50%
# Target sequence (O96028 whole entry, looked up): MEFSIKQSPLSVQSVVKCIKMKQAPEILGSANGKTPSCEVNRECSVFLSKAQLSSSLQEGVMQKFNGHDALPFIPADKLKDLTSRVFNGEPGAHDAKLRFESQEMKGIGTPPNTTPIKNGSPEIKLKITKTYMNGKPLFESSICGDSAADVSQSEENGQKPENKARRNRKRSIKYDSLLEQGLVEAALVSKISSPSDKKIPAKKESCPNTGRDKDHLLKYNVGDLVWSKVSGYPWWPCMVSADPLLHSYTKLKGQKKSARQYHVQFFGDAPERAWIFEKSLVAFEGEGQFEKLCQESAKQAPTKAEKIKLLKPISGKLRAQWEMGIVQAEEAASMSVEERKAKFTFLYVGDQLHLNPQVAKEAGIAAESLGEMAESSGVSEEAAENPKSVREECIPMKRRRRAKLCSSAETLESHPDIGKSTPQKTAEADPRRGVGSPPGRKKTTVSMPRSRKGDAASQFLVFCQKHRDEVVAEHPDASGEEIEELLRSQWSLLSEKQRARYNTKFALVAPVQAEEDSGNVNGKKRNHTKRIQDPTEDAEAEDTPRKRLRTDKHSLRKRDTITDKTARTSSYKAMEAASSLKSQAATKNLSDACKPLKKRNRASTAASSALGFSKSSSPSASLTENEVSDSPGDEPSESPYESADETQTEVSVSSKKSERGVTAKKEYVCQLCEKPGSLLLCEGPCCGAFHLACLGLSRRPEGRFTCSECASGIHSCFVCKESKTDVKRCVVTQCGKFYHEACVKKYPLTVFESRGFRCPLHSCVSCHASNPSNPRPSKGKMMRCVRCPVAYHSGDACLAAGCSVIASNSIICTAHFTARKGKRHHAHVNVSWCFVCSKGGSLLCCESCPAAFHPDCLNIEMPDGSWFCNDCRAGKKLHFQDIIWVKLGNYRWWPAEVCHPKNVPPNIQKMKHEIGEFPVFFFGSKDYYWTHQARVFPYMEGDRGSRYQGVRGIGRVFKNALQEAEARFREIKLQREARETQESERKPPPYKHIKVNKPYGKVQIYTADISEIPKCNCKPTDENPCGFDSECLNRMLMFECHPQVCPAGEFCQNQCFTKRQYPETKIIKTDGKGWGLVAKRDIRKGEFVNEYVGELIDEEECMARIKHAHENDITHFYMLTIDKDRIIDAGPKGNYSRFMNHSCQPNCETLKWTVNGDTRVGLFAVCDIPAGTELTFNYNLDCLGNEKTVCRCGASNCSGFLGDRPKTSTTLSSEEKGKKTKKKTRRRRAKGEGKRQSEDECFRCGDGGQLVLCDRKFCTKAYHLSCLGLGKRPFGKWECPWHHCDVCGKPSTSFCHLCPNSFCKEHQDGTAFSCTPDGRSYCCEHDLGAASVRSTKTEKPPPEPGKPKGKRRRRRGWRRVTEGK
# Pemphigus Ab inh = inhibitors of pemphigus antibody binding to human desmoglein-3; DSG3-coupled beads, scFv-anti-DSG3-GFP binding, flow cytometry; hits give low values; binding (percent of control), % at 10 µM; actives 0.48% (n = 310,000); AID 588358;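 active = binding more than 3 SD below its plate's average and above zero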;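 also: hits lower antibody fragment binding to DSG3; some compounds called inactive have numbers as strong as hits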
# MITF TRPM1 HTS = activators of MITF-driven TRPM1 promoter activity in SK-MEL-5 cells; SK-MEL-5 TRPM1-promoter luciferase, 24 h; % of positive control, neutral wells = 0; activation, % at 12.5 µM; actives 0.75% (n = 300,000);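 active = mean activation of at least 80% with every replicate also reaching 80%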;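 also: 0% = neutral control wells and 100% = parthenolide positive control wells; values of inactives mirror those of a sister screen read the other way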
# Mot1-301 SUMO = inhibitors of SUMOylation pathway: yeast Mot1-301 growth rescue; growth rescue, % at 18.8 µM; actives 1% (n = 320,000); S. cerevisiae Mot1-301 growth rescue, ATP luminescence, 38.5C; percent above DMSO median, 100 means doubled; AID 2716;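 active = every valid replicate shows activation above 250% relative to neutral control wells; inactive = the rest, any valid replicate at or below 250%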;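 also: OY570 slx delta 5 strain wells were the positive control but not used for scaling; some compounds called inactive have numbers as strong as hits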
# PKA-R1A activ = activates the PKA-R1A holoenzyme complex | P00514+P68181 | PKA-R1A dissociation, Cy5-IP20 fluorescence polarization; scaled: DMSO 0%, 113 µM cGMP 100% | activation, % at 11.4 µM | actives 0.083% (n = 340,000);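 active = percent activation above the mean of all tested compounds plus 3 SD, cut at about 19% in these data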;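 also: higher means more PKAc released from R1A so a rise in polarization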
# * hit, by the source's call; . = no result given.
SMILES,SR-BI DiI inh,dFosB act,CDK5 p35 inh,SR-BI DiI-HDL act,PKA-R2B activ,Arr AP2 block,NSD2 HMT inh,Pemphigus Ab inh,MITF TRPM1 HTS,Mot1-301 SUMO,PKA-R1A activ
CCN(CC)C(=O)c1sc(NC(=O)c2c(OC)cccc2OC)c(C#N)c1C,94*,-2,3.4,-85,-4,9,7,105,1,-18,-3
Nc1nc(=S)[nH]c2c1C1(CCCCC1)Cc1ccccc1-2,-26,2,2.0,26,-5,5,-1,76,-10,-1,-12
O=C(COC(=O)c1ccc(S(=O)(=O)N2CCOCC2)cc1)NCc1ccccc1,1,0,-0.6,-1,3,0,-3,.,.,-5,-10
CC(C)C(=O)N1C2CCC1CC(O)(c1ccc(F)cc1)C2 (configuration not stated),1,-2,1.0,-1,9,1,-3,98,-4,-7,3
C=C(C)CNC(=S)N/N=C1\CCCCc2ccccc21,9,-12,0.1,-9,2,5,2,89,-2,311*,2
CC1(C)Cc2nc(NCCN3CCOCC3)c(C#N)cc2CO1,-2,1,-0.3,2,-5,21,-8,101,-4,4,7
COc1cccc(CNC(=O)c2cccnc2Sc2ccc(C)cc2C)c1,44,-10,-1.5,-44,4,22,-6,111,-2,8,-5
O=C(CSc1nnc(-c2ccco2)n1Cc1ccco1)N1CCOCC1,-2,-6,-3.3,2,0,4,-5,103,-3,8,-13
COc1cccc(-n2cnc3scc(-c4cccs4)c3c2=O)c1,18,-7,1.0,-18,-3,3,.,104,-7,-11,4
CC(=O)c1ccc(NC(=O)c2sc3nc(N4CCOCC4)c4c(c3c2N)CCCC4)cc1,28,-14,1.3,-28,-7,-4,5,105,47,17,-6
COc1cc(C(=O)CCN2CCC(c3ccccc3)C2)cc(OC)c1OC (configuration not stated),-28,4,1.8,28,-1,26,12,124,6,-11,-1
CCCS(=O)(=O)N1CCC(C(=O)NC2CCCCC2C)CC1 (configuration not stated),-16,2,1.3,16,6,-6,-1,98,-8,-12,-4
CC(C)Cc1nnc(NC(=O)CSc2nc(N)cc(=O)[nH]2)s1,-12,-3,1.9,12,9,3,2,80,.,74,9
CNS(=O)(=O)c1ccc2nc(NC(=O)/C=C/c3ccco3)sc2c1,41,-11,0.8,-41,5,53,2,106,12,-11,7
COc1ccc(NC(=O)CCCn2c(=O)c3sccc3n(Cc3ccc(C)cc3)c2=O)cc1,4,29*,-0.2,-4,8,36,-4,110,0,-13,-2
Cc1cc(-c2n[nH]c(=S)n2CC(C)C)cs1,9,-2,3.3,-9,-6,52,2,101,-2,-1,2
CN(C)S(=O)(=O)c1cc(NC(=O)CSc2cccc[n+]2[O-])ccc1Cl,-3,-8,-0.2,3,5,22,-2,94,-3,10,1
O=C(Nc1ccc2[nH]c(=S)sc2c1)Nc1ccccc1F,68,-9,6.7,-68,0,7,.,104,11,-5,-1
CCc1noc(C)c1C(=O)N1CCC(CCC(=O)Nc2cccc(C)c2)CC1,-1,-4,-2.7,1,0,2,3,107,-7,-2,8
COc1cccc(C(=O)NNC(=O)CCN2CCN(c3ccccc3)CC2)c1,-11,6,1.0,11,1,5,0,119,2,-2,-9
CCNc1nc(Oc2c(Cl)cccc2Cl)cc(C(F)(F)F)n1,9,-1,-0.1,-9,-8,2,-3,100,.,15,-10
CCCCC(=O)NC(c1ccc(OC)c(OC)c1)c1ccc2cccnc2c1O (configuration not stated),3,-6,-0.3,-3,-10,-1,-1,121,.,.,0
CCCCCC(=O)NC(=S)NNC(=O)c1ccc([N+](=O)[O-])cc1,11,-8,-0.4,-11,-4,2,14,83,-2,1,2
CCOC(=O)C1=C(C)NC(=O)NC1c1ccsc1 (configuration not stated),-11,4,0.5,11,-4,3,2,98,16,-18,-10
O=C(C(Cl)Cl)N1CCN(Cc2ccccc2)CC1,-2,-1,-0.2,2,-2,1,-2,97,2,-13,0

# Later entries.
SMILES,SR-BI DiI inh,dFosB act,CDK5 p35 inh,SR-BI DiI-HDL act,PKA-R2B activ,Arr AP2 block,NSD2 HMT inh,Pemphigus Ab inh,MITF TRPM1 HTS,Mot1-301 SUMO,PKA-R1A activ
CCCC(C)C(=O)Nc1ccc(F)c(Cl)c1 (configuration not stated),11,-3,-0.2,-11,-11,7,.,118,-3,56,-5
CN1CCN(CCC(=O)Nc2cccc(F)c2)CC1,-39,-3,3.3,39,-5,6,-1,106,1,10,5
Cc1nn(-c2ncc(C(F)(F)F)cc2Cl)c(=O)n1-c1ccccc1F,12,3,1.5,-12,-2,6,-1,.,-8,272,-2
CC(=O)Nc1nc(C)cs1,-3,0,0.7,3,-3,22,21,103,-5,-2,-4
CCOC(=O)C1CCCN(C(=O)c2ccc3oc(Cc4ccccc4)nc3c2)C1 (configuration not stated),-3,-6,-3.3,3,3,-2,1,108,79,82,0
O=C(Nc1cc(S(=O)(=O)N2CCOCC2)ccc1N1CCOCC1)c1cccs1,-24,-13,-1.2,24,-6,-11,2,105,1,10,-8
COc1ccc(O)c(/C=N/c2sc(C)c(C)c2C#N)c1,-10,-3,-0.5,10,-10,-10,2,.,.,69,-5
COc1ccc2c(c1)OC[C@H]1[C@H]2N2C(=O)[C@H](C)NC(=O)[C@@]2(C)[C@H]1c1ccccc1,7,1,1.0,9,-6,-5,.,101,-9,-6,0
O=[N+]([O-])c1ccc(OCc2n[nH]c(=S)n2-c2ccccc2)cc1,1,-4,1.7,-1,-1,4,4,91,8,9,-4
CCn1c(SCC(=O)N2CCN(c3ccccc3F)CC2)nnc1-c1ccoc1C,-13,-1,-1.1,13,-12,1,0,99,-13,199,-9
Cc1ccc2nc(N3C(=O)C(O)=C(C(=O)c4ccc(C)o4)C3c3cccc(O)c3)sc2c1 (configuration not stated),-17,3,-1.1,17,1,-7,0,.,30,-4,4
CCOC(=O)c1cnc(-c2ccccc2)nc1Oc1ccc(OC)cc1,9,-3,0.7,-9,-6,23,-4,97,0,0,-6
Cc1cccc(-c2cc3nc(C)cc(NCCCn4ccnc4)n3n2)c1,3,1,0.4,-3,3,2,6,116,39,48,5
O=C(Cc1cccc(C(F)(F)F)c1)NCc1cccnc1,-12,0,-0.8,12,-8,-7,.,107,-9,25,8
COc1ccccc1NC(=O)CSc1nnc(CCNC(=O)c2ccc(C)cc2)n1C,21,-6,-1.9,-21,0,-3,-3,101,11,-3,9
COc1ccc(Nc2nnc(SCC(=O)NC3CCS(=O)(=O)C3)s2)cc1 (configuration not stated),-3,-4,-4.5,3,-3,-2,-1,97,11,.,4
COc1ccc(N2C(=O)CSC2c2ccc3c(c2)OCO3)cc1 (configuration not stated),-3,1,4.1,3,6,61*,0,105,-1,-12,2
Clc1ccc(C(c2nnnn2C2CCCC2)N2CCN(c3nc4ccccc4s3)CC2)cc1 (configuration not stated),-16,-12,0.8,16,6,4,0,65,-7,14,-10
NS(=O)(=O)c1cccc(NC(=O)CSc2ncnc3ccccc23)c1,.,-16,2.4,.,0,-11,31,95,-6,.,-10
O=C(CCNS(=O)(=O)c1cccc2nsnc12)NC1CCCc2ccccc21 (configuration not stated),33,-1,0.1,-33,4,20,2,99,.,-19,-11
COc1cccc(C(O)c2nccn2Cc2ccccc2)c1OC (configuration not stated),-2,2,0.2,2,-3,5,-1,.,3,-24,9
CC1(C)CSC(=NCCc2ccccc2)N1,-6,-3,1.3,6,1,23,-2,95,17,112,-4
O=C(Nc1cccc(NC(=O)c2sc3ccccc3c2Cl)c1)c1ccco1,14,-4,0.4,-14,-4,22,-1,98,16,14,-11
CCC1C(=O)NCCN1C(=O)c1cc(COc2cc(C)ccc2C)on1 (configuration not stated),14,-4,-0.7,-14,11,-2,-6,106,7,147,3
CCOC(=O)C1CCN(Cc2nnnn2CCc2ccccc2)CC1,0,-5,-0.7,0,-5,0,1,91,-1,7,-1

# Carrying on:
SMILES,SR-BI DiI inh,dFosB act,CDK5 p35 inh,SR-BI DiI-HDL act,PKA-R2B activ,Arr AP2 block,NSD2 HMT inh,Pemphigus Ab inh,MITF TRPM1 HTS,Mot1-301 SUMO,PKA-R1A activ
COc1ccc(C(=O)Nc2ccccc2N2CCOCC2)cc1S(=O)(=O)N1CCCC1,7,-9,0.0,-7,-1,2,0,103,9,0,-8
CCOc1ccccc1NC(=S)N1CCN(c2nc(-c3cccc(OC)c3)cs2)CC1,52,-2,-1.7,-52,0,41,-6,100,3,0,0
Cc1nn(CCC(N)=O)c2nc(-c3cccs3)cc(C(F)(F)F)c12,-5,0,-1.1,5,-6,-4,.,99,23,-12,-4
O=C(CSc1ccc(Br)cc1)NCC1(N2CCCCC2)CCCCC1,-5,-3,-0.7,5,-5,15,1,102,24,.,-6
Cc1ccc(O)c(C(=O)CC(=O)c2ccc(Cl)cc2)c1,20,-9,2.0,-20,-4,6,-1,104,.,101,-18
Cn1cc(/C=C/C(=O)N2CCCC(C(=O)c3cccc4ccccc34)C2)cn1 (configuration not stated),-22,-5,-0.3,22,-8,-13,.,100,3,.,-8
CCN(CC)S(=O)(=O)c1ccc2c(c1)N(CC(=O)N(CCc1ccncc1)C(C)C)C(=O)CO2,-9,-3,1.4,9,7,4,-1,99,16,21,6
O=C(CN1CCN(c2ccccc2F)CC1)Nc1ccc2c(c1)CCC2,-15,0,-2.6,15,-16,-2,-1,102,13,14,4
CN(C)c1ccc(C(CNS(=O)(=O)c2cccc([N+](=O)[O-])c2)N2CCOCC2)cc1 (configuration not stated),-5,-10,1.4,5,-10,-5,9,98,5,-13,-6
CC[n+]1c(/C=C/c2ccc(N(C)C)cc2)ccc2ccccc21,8,53*,9.2,-8,0,2,40,.,-88,-19,2
Cc1nn(C)c(C(=O)NNC(=S)NCc2ccco2)c1Br,-16,3,-1.2,16,5,-2,1,97,0,-27,-5
O=C(CSc1nnc(C2CC2)n1-c1ccccc1)NC1CCS(=O)(=O)C1 (configuration not stated),-17,-6,2.0,17,-16,5,-1,.,2,11,-1
